aSyn rescue: rescues yeast growth from alpha-synuclein toxicity. Yeast expressing alpha-synuclein, growth rescue, BacTiter-Glo, 24 h. Potency, µM (titrated, usually from 46.1 µM), for inactives: at the highest dose growth rescue (activation), most hits filed as activators. actives 0.14% (n = 370,000); note: potency is the fitted concentration of half-maximal effect; % of control where 0% means no effect; nearly all actives have a fitted effect of over 65% in size
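Rescue of yeast growth: cells expressing toxic alpha-synuclein, induced in galactose at OD600 0.02, incubated with compound 24 h at 30 C. ATP luminescence quantified growth; inhibitors of toxicity appear as activators.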
IL-2 act: activates IL-2 in a cell-based reporter assay; IL-2 activation reporter assay, cell-based qHTS; stimulated with anti-CD3/CD4/CD28 beads; in transgenic mouse T cells; activation, % (series mostly up to about 46 µM); actives 0.065% (n = 360,000); in the data active = activation above about 50%; inconclusive = mostly about 30% to 49%; note: 0% is about no effect
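Readout: EGFP and DsRed signals by fluorescent plate cytometry. Unstimulated transgenic mouse T cells received compound 60 min before antibody-bead stimulation, then incubated 18 h at 37 degrees C.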
Abeta yeast res: A-beta toxicity reversal in yeast; yeast expressing A-beta42, growth rescue, OD600, 48 h; response scale: 0% DMSO, 100% iron-clioquinol control; AID 1347071; actives 0.063% (n = 410,000); Potency, µM (series often up to 46.1 µM), without a hit: at the highest dose growth rescue, actives largely listed as activators; note: potency is the fitted concentration of half-maximal effect; nearly all actives have a fitted effect of over 55% in size
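Yeast growth medium received pinned compounds, then yeast cells expressing toxic A-beta were added; plates incubated at 30 C for 48 hr. Growth read as absorbance at 600 nm, normalized to DMSO and equimolar FeCl3 plus clioquinol controls.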
EPAC1 ag: EPAC1 (human) agonism; O95398; EPAC1 agonist qHTS, biochemical assay; response scale: 100% = response to 6.5 mM cAMP; Potency, µM (doses to about 154 µM), for the others: at the top dose activation, most hits filed as activators; actives 0.073% (n = 360,000); note: potency is the fitted concentration of half-maximal effect; nearly all actives have a fitted effect of over 60% in size
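Fluorescent GDP-exchange assay: 100 nM EPAC1 with 250 nM Rap1B preloaded with BODIPY-GDP and 50 uM GDP; compounds tested as concentration series, 5 min at room temperature, then read every 5 min for 30 min (ex 480/em 540 nm); normalized to 6.5 mM cAMP.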
WRN inhibitor: WRN helicase (human) inhibition; Q14191; WRN helicase unwinding, fluorescent forked duplex, kinetic; Potency, µM (top dose mostly 114 µM), for the others: top-dose activity change, negative = inhibition, usual class: inhibitors; actives 0.46% (n = 360,000); AID 651768; note: potency is the fitted concentration of half-maximal effect; % is set by controls: 0 for no effect and ±100 for the full control effect; nearly all actives have a fitted effect of over 55% in size
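WRN at 20 nM final was preincubated with compound for 15 min at room temperature; reaction started with 100 nM forked duplex oligonucleotide carrying fluorophore and quencher plus 2 mM ATP (final). Unwinding followed kinetically by red fluorescence (ex 525/em 598 nm).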
PI5P4K alpha inh: inhibitors of human PI5P4K alpha; actives 1.2% (n = 330,000); PI5P4Kalpha enzyme, ADP-Glo luminescence, 60 min; stronger effect = lower value; P48426; max response, %; active = max response of -50% or lower; inconclusive = between -30% and -50%; inactive = -30% or higher; note: value at the top dose of about 77 µM; % is set by controls: 0 for no effect and ±100 for the full control effect
Target sequence (P48426 whole entry, looked up): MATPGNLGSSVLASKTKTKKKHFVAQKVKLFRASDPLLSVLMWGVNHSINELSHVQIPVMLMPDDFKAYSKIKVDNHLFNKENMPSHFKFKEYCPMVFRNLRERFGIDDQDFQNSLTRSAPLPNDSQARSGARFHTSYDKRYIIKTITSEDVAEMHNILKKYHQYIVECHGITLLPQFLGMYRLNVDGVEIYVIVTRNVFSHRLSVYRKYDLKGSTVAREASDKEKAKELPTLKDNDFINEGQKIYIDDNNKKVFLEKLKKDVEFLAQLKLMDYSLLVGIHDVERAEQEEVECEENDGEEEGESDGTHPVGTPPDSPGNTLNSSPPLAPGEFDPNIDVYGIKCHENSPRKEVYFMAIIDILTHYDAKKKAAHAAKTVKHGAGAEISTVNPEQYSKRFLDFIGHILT
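qHTS, 1536-well: enzyme/substrate mix, compound by pin tool, 5 microM ATP final; RT 60 min; ADP-Glo reagents 1 (45 min) then 2 (30 min); luminescence.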
FUS suppressor: rescues growth of FUS-expressing yeast | S. cerevisiae FUS-expressing, growth rescue, OD600, 24 h | Potency, µM (titrated, usually from 76.6 µM), inactives show at the top dose growth rescue (activation), usual class: activators | actives 0.24% (n = 390,000);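 note: potency is the fitted concentration of half-maximal effect; plate controls were DMSO vehicle for no effect and reference control for full effect; nearly all actives have a fitted effect of over 55% in size; some results filed as inactive show a strong effect at the top dose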
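Galactose (2%) drives FUS expression in yeast precultured in raffinose; seeding density OD 0.005. Test compounds incubated 24hr at 30C and 99% humidity before absorbance at 600 nm was measured.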
PLK1 PBD inh: blocks phosphopeptide binding to human PLK1 polo-box domain; Plk1 PBD binding of FITC phosphopeptide, fluorescence polarization; actives 2.8% (n = 360,000); AID 720504; Potency, µM, without a hit: max response, negative = inhibition, hits mostly inhibitors; note: potency is the fitted concentration of half-maximal effect; series mostly up to about 57 µM; % is set by controls: 0 for no effect and ±100 for the full control effect; nearly all actives have a fitted effect of over 65% in size
Target sequence (P53350 whole entry, looked up, the tested form may be a part): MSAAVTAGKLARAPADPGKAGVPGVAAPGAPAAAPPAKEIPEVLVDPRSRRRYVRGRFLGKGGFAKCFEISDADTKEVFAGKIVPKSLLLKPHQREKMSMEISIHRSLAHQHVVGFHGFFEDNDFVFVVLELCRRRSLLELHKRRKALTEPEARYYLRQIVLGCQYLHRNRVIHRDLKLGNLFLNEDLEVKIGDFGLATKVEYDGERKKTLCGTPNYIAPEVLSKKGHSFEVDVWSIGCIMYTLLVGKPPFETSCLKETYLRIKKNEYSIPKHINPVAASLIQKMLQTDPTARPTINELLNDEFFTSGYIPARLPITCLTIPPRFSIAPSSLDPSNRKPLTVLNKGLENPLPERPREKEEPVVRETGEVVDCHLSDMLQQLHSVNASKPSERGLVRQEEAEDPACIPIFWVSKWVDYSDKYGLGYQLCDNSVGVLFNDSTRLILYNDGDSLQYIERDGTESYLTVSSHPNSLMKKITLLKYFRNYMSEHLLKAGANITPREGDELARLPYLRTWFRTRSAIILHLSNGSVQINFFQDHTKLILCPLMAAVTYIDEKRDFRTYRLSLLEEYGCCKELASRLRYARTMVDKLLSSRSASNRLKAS
EPAC1 antagonist: antagonists of human EPAC1; O95398; EPAC1 GEF assay, Rap1b-BODIPY-GDP exchange fluorescence; Potency, µM (titrated, usually from 115 µM), for inactives: at the top dose activity change, negative = inhibition, hits mostly inhibitors; actives 0.14% (n = 360,000); AID 720709;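 note: potency is the fitted concentration of half-maximal effect; plate controls were vehicle for no effect and positive control for full effect; nearly all actives have a fitted effect of over 50% in size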
* = called active by the depositor; ? = inconclusive; / = not tested or not shown; [ ] = dose if it differs, or a comment. Unless noted, calls come from the whole dose curve; as a rule, active = well fitted curve in the direction sought with a large enough effect; inconclusive = small, poorly fitted or top-dose-only effect, or another doubt; inactive = no such curve, though single readings can be large; an effect the other way counts as inactive or inconclusive.

1	CS(=O)(=O)Nc1ccc(C(=O)NC2CCCC2)cc1
2	COC(=O)C1(Cc2ccccc2)NC(c2ccccc2C)C2C(=O)N(c3ccc4c(c3)OCO4)C(=O)C21 (stereo not drawn)
3	COC(=O)CCN1CCc2cc(N=Nc3ccc([N+](=O)[O-])cc3)ccc21
4	NC(=O)Cc1ccc2sc(-c3ccccc3)nc2c1
5	CN(C)S(=O)(=O)c1ccc(NC(=O)COC(=O)C2CC3CCCC(C2)C3=O)cc1 (stereo not drawn)
6	O=C(Nc1ccc(Oc2ccccc2)cc1)c1ccc2nc([C@@H]3O[C@H](CO)[C@H](O)[C@H](O)[C@H]3O)[nH]c2c1
7	COc1ccc(Cl)cc1NC(=O)CN(C)C(=O)c1ccc(-n2nc(C)cc2C)cc1
8	CC(=O)NC1CCN(CC(=O)Nc2cccc([N+](=O)[O-])c2)CC1
assay / entry | 1 | 2 | 3 | 4 | 5 | 6 | 7 | 8
aSyn rescue | 2% | -8% | -10% | 18% | -28% | 1% | -1% | -4%
IL-2 act | -0.2 | -0.2 | 1.5 | -1.0 | 0.0 | -0.5 | -0.8 | 0.2
Abeta yeast res | 11% | -7% | -3% | -10% | 0% | 24% | 6% | -1%
EPAC1 ag | -9% | 11% | 0% | -5% | -7% | -7% | 8% | -7%
WRN inhibitor | -1% | 5% | -29% | 7% | -1% | 3% | -5% | 6%
PI5P4K alpha inh | -1 | 0 | -1 | -4 | 0 | 2 | 2 | 0
FUS suppressor | 14% | ? | 1% | -15% | -36% | 18% | 37% | -19%
PLK1 PBD inh | -4% | -5% | -4% | -5% | 2% | -5% | -2% | -1%
EPAC1 antagonist | 5% | -5% | 2% | -17% | 11% | 17% | -6% | 14%

Brought forward from above: 4 compounds; new compounds follow.
5	CN(C)S(=O)(=O)c1ccc(NC(=O)COC(=O)C2CC3CCCC(C2)C3=O)cc1 (stereo not drawn)
6	O=C(Nc1ccc(Oc2ccccc2)cc1)c1ccc2nc([C@@H]3O[C@H](CO)[C@H](O)[C@H](O)[C@H]3O)[nH]c2c1
7	COc1ccc(Cl)cc1NC(=O)CN(C)C(=O)c1ccc(-n2nc(C)cc2C)cc1
8	CC(=O)NC1CCN(CC(=O)Nc2cccc([N+](=O)[O-])c2)CC1
9	N#CC1=C(N)N(c2ncn[nH]2)C2=C(C(=O)CCC2)C1c1ccccc1 (stereo not drawn)
10	CC(C)CN(C(=O)c1ccc2c(c1)OCCO2)c1c(N)n(Cc2ccccc2)c(=O)[nH]c1=O
11	Brc1cccc(-c2nnco2)c1
12	CCOc1ccc(CN(C)C(=O)c2ccc3c(c2)NC(=O)C(C)S3)cc1OC (stereo not drawn)
13	CC(C)C(=O)Nc1oc(-c2ccccc2)cc1C#N
14	CCOC(=O)[C@]12CCC=C1N(Cc1ccc3c(c1)OCO3)C(=O)[C@H](CC(=O)NCCCCc1ccccc1)C2
15	CCOC(=O)N(C)OC(=O)Nc1ccc(Cl)c(Cl)c1
16	COc1ccc(CCN2C(=O)c3[nH]nc(-c4ccccc4O)c3C2c2cccc(Cl)c2)cc1 (stereo not drawn)
assay / entry | 5 | 6 | 7 | 8 | 9 | 10 | 11 | 12 | 13 | 14 | 15 | 16
aSyn rescue | -28% | 1% | -1% | -4% | -3% | 2% | 0% | 2% | 0% | 10% | -21% | 17%
IL-2 act | 0.0 | -0.5 | -0.8 | 0.2 | -0.1 | -0.4 | -0.4 | -0.4 | -0.4 | -0.8 | -0.1 | -0.8
Abeta yeast res | 0% | 24% | 6% | -1% | -4% | 15% | 3% | -3% | -13% | 2% | 32% | ?
EPAC1 ag | -7% | -7% | 8% | -7% | 4% | -3% | -4% | -10% | -1% | 1% | 10% | -1%
WRN inhibitor | -1% | 3% | -5% | 6% | 4% | -2% | -13% | -5% | -3% | -18% | ? | -11%
PI5P4K alpha inh | 0 | 2 | 2 | 0 | -2 | -2 | -1 | -1 | -12 | 8 | / | 0
FUS suppressor | -36% | 18% | 37% | -19% | 17% | 11% | 4% | 28% | 13% | 42% | -2% | ?
PLK1 PBD inh | 2% | -5% | -2% | -1% | -5% | 1% | -3% | -9% | -17% | -6% | 2.1µM* | -6%
EPAC1 antagonist | 11% | 17% | -6% | 14% | 24% | 9% | 2% | -19% | 9% | -11% | -5% | -17%

17	Cc1cccc(-c2n[nH]c(=S)n2Cc2ccccc2)c1
18	Cn1ccc2c(-c3ccc4[nH]ccc4c3)cc3c(c21)C1CCC3O1 (stereo not drawn)
19	CCN(CC)CCNC(=S)Nc1ccc2nc(N3CCN(C)CC3)cc(C)c2c1
20	COc1cc(OC)c(OC)cc1/C=N/n1c(-c2n[nH]c3c2CCC3)n[nH]c1=S
21	CCCc1cc(=O)oc2cc(OCC(=O)NCCCN3CCOCC3)ccc12
22	CN(C)S(=O)(=O)c1ccc(C(=O)NCc2ccco2)cc1
23	Cc1cccc(NC(=O)CCCCCN2C(=O)[C@@H]3Cc4ccccc4CN3C2=O)c1
24	COc1ccc(CCC(=O)Nc2ccc(Br)cn2)cc1
assay / entry | 17 | 18 | 19 | 20 | 21 | 22 | 23 | 24
aSyn rescue | 5% | 14% | 8% | 0% | 0% | 10% | 3% | -9%
IL-2 act | -2.7 | 0.3 | 0.4 | 1.0 | -1.6 | 0.0 | -4.4 | -1.5
Abeta yeast res | -5% | -21% | 0% | 10% | -11% | -7% | 0% | 4%
EPAC1 ag | 2% | 14% | 10% | 19% | 3% | -3% | 8% | 8%
WRN inhibitor | 1%[57.1 µM] | 6% | 3% | 2% | -2% | -2% | -1% | 2%
PI5P4K alpha inh | 6 | 2 | 3 | -11 | 0 | 3 | 0 | /
FUS suppressor | 19% | 6% | -7% | -21% | -18% | 0% | 12% | -8%
PLK1 PBD inh | -13% | 6% | -7% | ? | -14% | -3% | -9% | -8%
EPAC1 antagonist | -1% | -13% | -10% | -4% | -9% | -2% | -21% | -3%

25	CS(=O)(=O)N(Cc1ccccc1)c1ccc(C(=O)N2CCOCC2)cc1
26	COc1ccc(NC(=O)c2cc(-c3ccc(C)c(C)c3O)n[nH]2)cc1Cl
27	CCc1ccccc1NC(=O)CSc1nnc(-c2ccncc2)o1
28	COc1cc([N+](=O)[O-])ccc1NC(=O)NNC(=O)C(C)Oc1ccc(F)cc1F (stereo not drawn)
29	O=C(OCc1cnc(Cl)s1)c1cccc(Cl)c1Cl
30	CC(C)CC(=O)NC(NCC1CCCO1)C(Cl)(Cl)Cl (stereo not drawn)
31	Cn1cc(CC(=O)NCCCN2CCCC2=O)c2ccccc21
32	CC(C)CNC(=O)c1cccc(NC(=O)c2ccc(NC(=O)c3ccco3)cc2)c1
assay / entry | 25 | 26 | 27 | 28 | 29 | 30 | 31 | 32
aSyn rescue | -2% | -4% | 9% | 5% | 13% | -9% | 0% | 2%
IL-2 act | 1.8 | 1.4 | -0.2 | -3.7 | -0.3 | 1.4 | -1.1 | -2.9
Abeta yeast res | 14% | 8% | 2% | -7% | -1% | -25% | 6% | 10%
EPAC1 ag | 7% | 2% | 4% | 16% | 12% | -5% | -14% | -15%
WRN inhibitor | 4% | 4% | -6% | -29% | -5% | -8% | -5% | -14%
PI5P4K alpha inh | 1 | -13 | 0 | 9 | 23 | 6 | 0 | /
FUS suppressor | 10% | 11% | -2% | / | 24% | -23% | -22% | -2%
PLK1 PBD inh | -11% | -5% | -27% | -6% | -8% | -12% | -10% | -3%
EPAC1 antagonist | -12% | 1% | -13% | -14% | -8% | 14% | -11% | 14%

33	O=C(NC1CCCC1)c1csc2c1CCCC2
34	CCCC(=O)c1ccc(N2CCC(C)CC2)c(F)c1
35	Cc1cc(C)n(CCOc2ccc(Cl)cc2Cl)n1
36	O=C(O)C(c1ccccc1)C1(O)CC2CCC1C2 (stereo not drawn)
37	CCOCCCNC(=O)c1ccc2c(c1)ncn2-c1ccc(CC)cc1
38	CCCn1c(N)c(C(=O)CSc2nc(C)cs2)c(=O)n(C)c1=O
39	OCCC1CN(Cc2ccccc2O)CCN1CCCc1ccccc1 (stereo not drawn)
40	COc1cccc(OCC(Cn2c(C)nc3ccccc32)OC(C)=O)c1 (stereo not drawn)
assay / entry | 33 | 34 | 35 | 36 | 37 | 38 | 39 | 40
aSyn rescue | 7% | 3% | 26% | 9% | 1% | 0% | -1% | 6%
IL-2 act | -0.2 | -3.0 | 0.8 | -0.6 | -2.1 | -0.5 | 0.2 | -2.3
Abeta yeast res | 13% | 7% | ? | 12% | -15% | 4% | -12% | 7%
EPAC1 ag | 0% | -12% | -7% | -4% | 0% | 1% | -6% | -1%
WRN inhibitor | 10% | 1% | 5% | 3% | -7% | 1% | -13% | 7%
PI5P4K alpha inh | / | -1 | 18 | 5 | 0 | 13 | -1 | -3
FUS suppressor | 2% | ? | -1% | / | 3% | 13% | ? | 1%
PLK1 PBD inh | -9% | 24µM* | -15% | -2% | -1% | -6% | -6% | -2%
EPAC1 antagonist | -2% | 9% | -5% | 19% | 8% | -14% | -10% | -7%

Results in sequence from the entries so far:
Nos. 31 to 39 in FUS suppressor: -22%, -2%, 2%, ?, -1%, /, 3%, 13%, ?
Nos. 31 to 39 in PLK1 PBD inh: -10%, -3%, -9%, 24µM*, -15%, -2%, -1%, -6%, -6%
